UCHL1 block: human UCHL1 deubiquitinase inhibition; purified UCHL1, Ub-rhodamine cleavage fluorescence; inhibition, % at 20 µM; hit rate 0.2% among 47,000; AID 1645859
Target sequence (P09936 whole entry, looked up): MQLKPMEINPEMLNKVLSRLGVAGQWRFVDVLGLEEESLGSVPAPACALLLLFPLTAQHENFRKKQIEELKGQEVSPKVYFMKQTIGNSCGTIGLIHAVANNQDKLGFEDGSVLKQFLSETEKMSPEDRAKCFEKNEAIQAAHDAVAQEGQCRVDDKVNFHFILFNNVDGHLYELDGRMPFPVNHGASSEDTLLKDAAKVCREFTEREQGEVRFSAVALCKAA
USP8 inh: human USP8 deubiquitinase inhibition. purified USP8, Ub-rhodamine cleavage fluorescence, 30 min. P40818. AID 1645853. inhibition, % at 20 µM. hit rate 4.2% among 47,000
OTUD3 block: blocks human OTUD3 ubiquitin-rhodamine cleavage. inhibition, % at 25 µM. purified OTUD3, Ub-rhodamine fluorescence, 2 h. AID 1645858. hit rate 0.7% among 47,000. Q5T2D3
USP17 inh: human USP17-like deubiquitinase inhibition; A8MUK1; purified USP17, Ub-rhodamine cleavage fluorescence, 3 h; inhibition, % at 50 µM; hit rate 6.5% among 47,000; AID 1645855
USP10 inh: blocks human USP10 ubiquitin-rhodamine cleavage; Q14694; purified USP10, Ub-rhodamine fluorescence, 60 min; inhibition, % at 20 µM; hit rate 1.1% among 47,000; AID 1645856
Target sequence (Q14694 whole entry, looked up): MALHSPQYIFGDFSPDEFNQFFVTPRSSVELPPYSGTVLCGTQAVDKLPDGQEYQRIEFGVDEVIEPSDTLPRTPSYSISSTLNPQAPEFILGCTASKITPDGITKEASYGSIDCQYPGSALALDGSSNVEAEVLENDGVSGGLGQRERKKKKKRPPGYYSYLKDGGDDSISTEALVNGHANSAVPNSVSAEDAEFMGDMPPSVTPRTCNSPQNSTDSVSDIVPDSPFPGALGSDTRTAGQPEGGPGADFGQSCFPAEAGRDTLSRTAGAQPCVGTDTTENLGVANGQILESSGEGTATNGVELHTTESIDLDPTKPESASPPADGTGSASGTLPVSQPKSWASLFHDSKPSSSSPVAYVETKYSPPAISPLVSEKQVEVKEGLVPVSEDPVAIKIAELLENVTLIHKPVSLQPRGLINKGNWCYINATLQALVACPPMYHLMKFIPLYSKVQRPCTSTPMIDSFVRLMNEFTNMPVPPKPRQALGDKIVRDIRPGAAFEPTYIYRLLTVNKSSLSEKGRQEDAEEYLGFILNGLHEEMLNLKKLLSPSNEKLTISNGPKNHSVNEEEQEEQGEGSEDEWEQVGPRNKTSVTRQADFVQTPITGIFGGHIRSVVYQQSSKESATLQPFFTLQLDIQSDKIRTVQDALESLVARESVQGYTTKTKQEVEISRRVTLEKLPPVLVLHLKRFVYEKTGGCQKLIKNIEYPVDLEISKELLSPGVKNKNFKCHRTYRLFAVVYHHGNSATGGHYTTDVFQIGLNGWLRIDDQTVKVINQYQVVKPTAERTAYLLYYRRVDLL
USP7 inh: human USP7 deubiquitinase inhibition; inhibition, % at 20 µM; hit rate 0.3% among 47,000; Q93009; AID 1645854; purified USP7, Ub-rhodamine cleavage fluorescence
USP28 inh: blocks human USP28 ubiquitin-rhodamine cleavage; Q96RU2; purified USP28, Ub-rhodamine cleavage fluorescence, 30 min; inhibition, % at 25 µM; hit rate 3% among 47,000
USP30 inh: human USP30 deubiquitinase inhibition | hit rate 5.3% among 47,000 | purified USP30, Ub-rhodamine cleavage fluorescence | inhibition, % at 25 µM
* = called active by the depositor; i = inactive; · = no result given. Rule as the data show it: active = inhibition above about 30%; inactive = the rest. Rows were taken by chance. Share with any hit: about 14%.

USP30 inh,UCHL1 block,USP10 inh,USP8 inh,OTUD3 block,USP28 inh,USP7 inh,USP17 inh,Structure
-18,-2,-4,-8,-4,-4,-1,-6,CCCN1CCN(C(=O)c2cnc(NCc3ccc4c(c3)OCO4)nc2C)CC1
8,-1,-1,6,-6,-6,-3,-10,CCn1nnc2c(NCc3ccc(C)cc3)ncnc21
-20,-6,-3,0,-10,-10,-4,-10,O=C(NCc1ccc(F)cc1)c1ccc2ncnc(N3CCOCC3)c2c1
-8,-2,-3,-7,-8,-6,-1,-8,O=C(CCn1cnc2ccccc21)N1CCN(c2ccc(F)cc2)CC1
-32,-3,-4,-86,-3,-8,0,-31,Cc1cccc(C(=O)N2C[C@H](Oc3cccnc3)[C@H]3OCCC[C@H]32)n1
-18,-1,-4,0,-2,-1,0,-1,O=C(c1ccco1)N1CCC(Nc2ncnc3c2CCC3)CC1
21,-1,-2,-1,13,7,2,14,CO/C(=C/C(=O)O)C1=C(C)SC(C)CC1=O (stereo not drawn)
24,2,1,7,9,10,5,-1,Cc1ccc(S(=O)(=O)N[C@@H](Cc2ccccc2)C(=O)N2CCC(C(=O)N[C@@H](C)C(=O)O)CC2)cc1
7,-1,1,-96,-2,-5,-10,-14,O=C(CC1CCCC1)N1C[C@H](OCc2ccncc2)[C@H]2OCCC[C@H]21
44*,4,-5,7,2,10,-3,-14,COCCNc1ncnc2c1oc1nc(CC(C)C)c3c(c12)CCC3
0,1,0,-1,3,1,-1,7,COc1ccccc1C1(NC(=O)c2cncnc2)CCCC1
82*,1,7,26,22,41*,4,43*,Cn1c(-c2nnc(SCC(=O)Nc3ccccc3F)o2)cc2ccccc21
0,-4,3,6,-4,-14,0,1,Cc1cccc(CNc2nc3nc(C)cc(=O)n3[nH]2)c1
17,-2,1,3,5,-2,3,-3,O=C(c1cn[nH]c1C1CCN(S(=O)(=O)c2ccc(F)c(F)c2)CC1)N1CCCC1
-60,-1,-2,-30,-9,5,-2,0,COC(=O)c1ccc(OC(=O)C(NS(=O)(=O)c2ccc3c(c2)OCCO3)C(C)C)cc1 (stereo not drawn)
-23,-2,8,-237,-1,-6,0,-52,C=Cc1ccc(Cn2cc(C(=O)O)c(S(=O)(=O)N3CCCCC3)n2)cc1
-30,-4,-8,5,-2,-17,1,-10,Cc1nc(C)n(CC2CCCN2Cc2c(C)noc2C)n1 (stereo not drawn)
13,2,2,13,8,-9,7,6,Cc1cnn(CC(=O)N2CCC[C@@H]3NC(=O)c4ccccc4OCC/C=C/C[C@@H]32)c1
10,1,2,-33,4,3,3,-4,CCN1CCCC12CCN(CCc1ccccc1)CC2
12,2,-4,2,3,2,6,-1,CC(=O)N[C@@]12CN(CC(=O)Nc3cc(C)ccc3F)CC[C@@H]1[C@@H](c1ccccc1)N(C)C2
4,-1,0,9,2,3,-1,-3,CC1CCc2noc(C3CCN(C(=O)CN(C)C(=O)c4ccco4)CC3)c2C1 (stereo not drawn)
-187,6,-5,-20,13,37*,-28,16,O=C(CSc1nc2scc(-c3ccco3)c2c(=O)n1-c1ccccc1)Nc1nsc(-c2ccccc2)n1
16,10,4,18,15,47*,5,17,Cc1cccc(C(=O)Nc2ccc3c(c2)C(=O)N(C)c2ccccc2O3)c1
12,2,4,7,14,11,2,7,CC1(C(=O)NC2CCCCC2)Cc2ccccc2C(=O)N1C1CCCCC1 (stereo not drawn)
-36,-2,-4,-19,-11,10,-10,-29,COc1cccc(-n2nnnc2SCC(=O)NCCc2c[nH]c3cc(OC)ccc23)c1

Later entries:
USP30 inh,UCHL1 block,USP10 inh,USP8 inh,OTUD3 block,USP28 inh,USP7 inh,USP17 inh,Structure
-12,-5,-7,1,-9,-13,-4,-12,Cc1ccc(-n2c(=O)n(CC(=O)N3CCC4(CC3)OCCO4)c3cccnc32)cc1
1,1,-2,-1,-4,-3,7,-4,CO[C@H]1CC=C2C(=O)c3c(cc(C)c(-c4c(C)cc5c(c4O)C(=O)C4=CC[C@H](OC)[C@@H](O)[C@]4(C)O5)c3O)O[C@@]2(C)[C@@H]1O
-17,-4,0,-9,-16,-22,-56,-13,COc1ccc(OC)c(-c2noc(N(C)Cc3ccccc3)n2)c1
-19,-5,-6,-7,-6,-11,-13,-7,CC(C)c1nnc(NC(=O)N2CCCCCC2)s1
4,2,2,1,4,6,2,1,Cc1cc(C)c(NC(=O)c2cccc(N3C(=O)C(C)(C)CS3(=O)=O)c2)c(C)c1
-332,-9,-1,-32,-65,-82,-13,-80,CC(C)c1ccc(C2c3[nH]c4ccccc4c3C[C@H]3C(=O)N(c4ccccc4C(=O)NCC4CCCO4)C(=O)N23)cc1 (stereo partly drawn)
-34,-3,-4,3,-11,-15,-2,-15,Cc1cccc(C(=O)NCC(c2ccc(C)o2)N2CCCCC2)c1 (stereo not drawn)
·,1,6,6,1,·,3,60*,Cc1ccc(NC(=O)CSc2nc3ncc(Br)cc3[nH]2)cc1C
-33,-1,-1,-2,-12,-9,6,-26,Cc1nc2sc3c(N(Cc4ccccc4)Cc4ccccc4)ncnc3c2c2c1COC(C)(C)C2
21,1,-1,2,10,8,3,9,Cn1cncc1-c1cncc(CC2CCN(C(=O)c3ccc4nc[nH]c4c3)CC2)n1
-56,20,7,29,53*,64*,-47,75*,COc1cc(O)c2c(O)c3c(cc2c1)CC(C)OC3=O (stereo not drawn)
-85,-1,-6,15,-22,-21,5,-38,O=C(CSc1nnc(-c2cc3ccccc3[nH]2)o1)Nc1cccc(F)c1
16,1,3,18,3,6,-1,2,C[C@H]1O[C@@H](c2cccc(F)c2)C[C@@](O)(CNC(=O)c2ccccn2)[C@@H]1O
1,0,0,4,5,2,3,-5,COc1ccccc1CNS(=O)(=O)c1c(C)[nH]c(C)c1-c1nc(C)no1
-405,-40,-7,-22,-45,-70,-29,-84,Cc1cc(C)cc(-c2nc(Cn3cnc4ccccc4c3=O)no2)c1
12,1,2,8,4,2,5,6,NC(=O)C[C@H](NC(=O)[C@@H]1CCCN1C(=O)[C@H](Cc1ccccc1)n1c(=O)[nH]c2ccccc2c1=O)C(=O)O
36*,7,9,28,26,34*,10,28,CCOC(=O)c1cc2c(CSc3ccccc3)nn(C)c2s1
-47,0,-9,-7,-4,-10,-12,-12,O=C(CCC(=O)c1ccccc1)NCc1ccccc1C(F)(F)F
4,2,3,4,1,7,-41,9,Cc1cc(Cl)ccc1Nc1nc(Nc2ccc(F)cc2)nc2c1cnn2C
-63,-4,-4,-29,-20,-24,-4,-24,COc1ccccc1N1CCN(c2ccc3c(cc2=O)[C@@H](NC(C)=O)CCc2cc(OC)c(OC)c(OC)c2-3)CC1
-405,-32,-7,-43,-83,-85,-22,-59,COc1ccccc1CNC(=O)c1nc(N2CCOCC2)c2c(C)cc(C)nc2n1
14,5,1,22,17,23,-16,17,Cc1cc(-c2ccccc2)n(-c2cc(C)c3ccccc3n2)n1
0,2,40*,11,21,1,4,38*,Cc1nc(SCC(=O)NC(C)c2ccccc2)c2oc3ccccc3c2n1 (stereo not drawn)
5,3,2,1,1,6,3,1,COc1ccc(/C=C/C(=O)N(Cc2ccc(OC)cc2)C2CCS(=O)(=O)C2)cc1 (stereo not drawn)
0,-5,2,10,6,-2,1,8,O=c1c2cnc3nc(-c4cccnc4)nn3c2ccn1CC1CCCO1 (stereo not drawn)

Later entries.
USP30 inh,UCHL1 block,USP10 inh,USP8 inh,OTUD3 block,USP28 inh,USP7 inh,USP17 inh,Structure
-7,-1,0,1,-2,2,1,0,O=C(O)C1CCCN1C(=O)C1CCN(S(=O)(=O)c2ccccc2)CC1 (stereo not drawn)
5,0,-2,-33,0,1,-1,5,CC(C)OCCCNC(=O)C1(C)CCC(=O)N1Cc1cccs1 (stereo not drawn)
37*,0,-7,-27,-9,-12,-3,-17,COc1cccc(C2c3[nH]c4ccccc4c3C[C@@H]3C(=O)N(CCCN4CCOCC4)CC(=O)N23)c1 (stereo partly drawn)
1,1,6,3,-2,-5,1,-24,COc1ccccc1NS(=O)(=O)c1c[nH]c2ccc([N+](=O)[O-])cc12
-28,-3,-4,-1,-13,-15,-6,-20,COc1ccc2c(c1)c1ncn(CCN3CCCC3)c(=O)c1n2C
2,0,0,0,-5,-4,-1,0,CCn1nccc1C(=O)N1CCN(c2ncnc3c2CCC3)CC1
-106,-10,-5,-49,-21,-15,-17,-19,O=C1NCc2ccccc2CC12CCCN(Cc1ccc3ccccc3n1)C2 (stereo not drawn)
-38,-2,-3,-168,-10,-9,-6,-33,CCOc1ccc(NC(=O)CSc2nnc(-c3ccccn3)n2Cc2ccco2)cc1
-22,-5,-4,-9,-10,-6,0,-15,O=C(c1ccc(OCC2CCN(C(=O)C3CCCC3)CC2)cc1)N1CCOCC1
16,3,-4,6,5,9,-4,2,Cc1cc(C)c(C(=O)Nc2sc(C(C)C)cc2C(=O)N2CCOCC2)c(C)c1
6,-3,-2,-15,-2,-10,0,-2,NC(=O)CC[C@H](NC(=O)[C@@H]1CCCN1C(=O)[C@H](Cc1ccccc1)n1c(=O)[nH]c2ccccc2c1=O)C(=O)O
14,-1,2,0,2,-4,0,0,COc1ccc(-n2nnnc2CNS(=O)(=O)c2ccccc2)cc1
33*,5,15,56*,27,15,12,40*,Cc1ccc(C)c(Cn2nnc3c(=O)[nH]c(C4CCN(S(=O)(=O)c5ccc(S(=O)(=O)N6CCOCC6)cc5)CC4)nc32)c1
5,1,3,-4,8,10,10,28,O=C(COc1ccc(-c2ccccc2)cc1)c1ccc(-c2ccccc2)cc1
-23,2,-3,0,0,5,-7,-3,c1ccc(-n2ncc3c(NCCN4CCCCC4)ncnc32)cc1
-25,2,-5,-8,0,-3,1,-6,COc1ccccc1-c1ccnc2nc(N3CCOCC3)[nH]c(=O)c12
-56,-2,0,0,-11,-26,6,24,COCCCn1c(C(=O)Nc2cccc(C)c2)cc2c(=O)n3cccc(C)c3nc21
12,2,0,8,3,6,3,4,Cc1ccc(N2CC(C(=O)N3CCC(C(=O)Nc4ccccc4C)CC3)CC2=O)cc1 (stereo not drawn)
4,-3,-2,-2,3,-5,·,-1,Cc1nc(-c2ccccn2)sc1C(=O)NCC(C)(C)N(C)C
·,2,4,1,1,·,5,29,Cc1nn(-c2ccccc2)c(C)c1S(=O)(=O)N(C)Cc1ccccc1
-12,-3,-2,-6,-4,2,-9,-14,Cc1ccc(-n2nnnc2CNC(=O)Nc2ccccc2)cc1C
-5,0,1,6,-3,0,0,-3,CCN(CC)C(=O)c1nc2c(s1)CCN(C(=O)c1cccc(OC)c1)CC2
27,0,3,17,10,7,6,14,O=C1NCC2(CCCN(C(=O)n3ccnc3)C2)Oc2ccccc21 (stereo not drawn)
6,1,-4,0,0,1,0,2,Cc1cc(C(=O)NC2CCN(Cc3ccccc3)CC2)c2cccc(C)c2n1
i,-9,-12,-239,-203,-260,-8,-193,Cc1ccc2c(c1)-c1c(c(C(=O)N3CCN(c4ccccc4)CC3)nn1C)CS2

(list continues)
USP30 inh,UCHL1 block,USP10 inh,USP8 inh,OTUD3 block,USP28 inh,USP7 inh,USP17 inh,Structure
46*,-1,25,43*,33*,31*,5,41*,O=C(Nc1ccc(F)cc1)Nc1ccccc1OCc1cc(=O)n2ccccc2n1
·,-3,3,5,-1,·,2,-5,COc1ccc(S(=O)(=O)N(Cc2cc3ccccc3[nH]c2=O)C(C)C)cc1
0,-2,2,-9,-5,-6,-5,-17,CN(Cc1ccccc1)C(=O)CCS(=O)(=O)c1cc2c(cc1Br)CCN2C(=O)C1CC1
0,3,1,5,12,6,5,-5,Cc1cc(C)nc(SCC(=O)Nc2nnc(C(F)(F)F)s2)n1

A run of entries from the list above, as a working copy:
USP30 inh,UCHL1 block,USP10 inh,USP8 inh,OTUD3 block,USP28 inh,USP7 inh,USP17 inh,Structure
-56,-2,0,0,-11,-26,6,24,COCCCn1c(C(=O)Nc2cccc(C)c2)cc2c(=O)n3cccc(C)c3nc21
12,2,0,8,3,6,3,4,Cc1ccc(N2CC(C(=O)N3CCC(C(=O)Nc4ccccc4C)CC3)CC2=O)cc1 (stereo not drawn)
4,-3,-2,-2,3,-5,·,-1,Cc1nc(-c2ccccn2)sc1C(=O)NCC(C)(C)N(C)C
·,2,4,1,1,·,5,29,Cc1nn(-c2ccccc2)c(C)c1S(=O)(=O)N(C)Cc1ccccc1
-12,-3,-2,-6,-4,2,-9,-14,Cc1ccc(-n2nnnc2CNC(=O)Nc2ccccc2)cc1C
-5,0,1,6,-3,0,0,-3,CCN(CC)C(=O)c1nc2c(s1)CCN(C(=O)c1cccc(OC)c1)CC2
27,0,3,17,10,7,6,14,O=C1NCC2(CCCN(C(=O)n3ccnc3)C2)Oc2ccccc21 (stereo not drawn)
6,1,-4,0,0,1,0,2,Cc1cc(C(=O)NC2CCN(Cc3ccccc3)CC2)c2cccc(C)c2n1
i,-9,-12,-239,-203,-260,-8,-193,Cc1ccc2c(c1)-c1c(c(C(=O)N3CCN(c4ccccc4)CC3)nn1C)CS2
46*,-1,25,43*,33*,31*,5,41*,O=C(Nc1ccc(F)cc1)Nc1ccccc1OCc1cc(=O)n2ccccc2n1

Source: PubChem (Dana-Farber Cancer Institute and Novartis Institutes for BioMedical Research (Cambridge, Mass))
